High-throughput results: PubChem BioAssay, National Center for Advancing Translational Sciences (NCATS)
HT1080 IDH1KD tx – qHTS for induction of synthetic lethality in tumor cells producing 2HG: qHTS for the HT-1080-IDH1KD cell line. 360,000 compounds, 2% hits. Potency, µM (doses to about 46.1 µM), without a hit: top-dose activity, negative = toxicity, hits mostly cytotoxic. HT-1080 IDH1 knockdown viability, ATP luminescence, 48 h;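 note: potency is the fitted concentration of half-maximal effect; 0% = DMSO wells and -100% = cell-free medium wells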
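In this qHTS, HT-1080 cells depleted of IDH1 are exposed for 48 h at 37 °C to compound titrations. Toxicity is scored from CellTiter-Glo luminescence, with DMSO as full viability and medium alone as none.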
MCF10A rerep – A quantitative high throughput screen for small molecules that induce DNA re-replication in MCF 10a normal breast cells; Potency, µM (titrated, usually from 46.1 µM), for inactives: at the highest dose activity, positive = re-replication, usual class: activators; MCF 10A DNA re-replication, Hoechst nuclear intensity, 48 h; 350,000 compounds, 2.9% hits; note: potency is the fitted concentration of half-maximal effect; % of control where 0% means no effect; nearly all actives have a fitted effect of over 50% in size
HEK293 tox – qHTS of GLP-1 Receptor Inverse Agonists: Cytotox Screen | AID 624418, 2012 | 410,000 compounds, 0.13% hits | HEK293 cAMP-luciferase reporter cells, luminescence, 24 h | Potency, µM (series often up to 38.3 µM), for inactives: at the top dose activity change, negative = inhibition, hits mostly inhibitors;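 note: loss of luciferase light is scored as toxicity; potency is the fitted concentration of half-maximal effect; % is set by controls: 0 for no effect and ±100 for the full control effect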
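To flag toxic compounds, the library was rerun on cells for 24 hr at 37 deg C and 5% CO2. Viability-linked luminescence was captured 12 min after adding luciferase detection reagent.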
KB-V1 MDR tox – qHTS assay for MDR1-selective chemotherapeutics: Primary screen using the drug-selected MDR subline cells KB-V1. KB-V1 MDR cells viability, CellTiter-Glo, 72 h. Potency, µM (highest dose often 46.1 µM), inactives show at the highest dose activity change, negative = cytotoxicity, most hits filed as cytotoxic. 400,000 compounds, 3.4% hits. AID 1347076, 2019; note: potency is the fitted concentration of half-maximal effect; % is set by controls: 0 for no effect and ±100 for the full control effect; nearly all actives have a fitted effect of over 60% in size
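In this primary screen, KB-V1 cells overexpressing P-gp are incubated with library compounds (lowest to highest concentration) for 72 h at 37 degrees C before a luminescent ATP viability read.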
KB-3-1 cytotox – qHTS assay for MDR1-selective chemotherapeutics: Primary screen using the parental adenocarcinoma cell KB-3-1; KB-3-1 viability, CellTiter-Glo ATP luminescence, 72 h; Potency, µM (series often up to 46.1 µM), without a hit: at the top dose activity change, negative = cytotoxic, most hits filed as cytotoxic; 400,000 compounds, 1.4% hits; note: potency is the fitted concentration of half-maximal effect; % is set by controls: 0 for no effect and ±100 for the full control effect; nearly all actives have a fitted effect of over 60% in size
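Luminescent ATP read-out (CellTiter-Glo) measures survival of drug-naive KB-3-1 cells after 72 h compound exposure at 37 °C. Titration series was screened from lowest to highest concentration, with DMSO vehicle plates as background controls.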
D3 ag – qHTS of D3 Dopamine Receptor Agonist: qHTS; D(3) dopamine receptor (Homo sapiens), P35462; max activation, %; D3R DiscoveRx beta-arrestin cells, luminescence, 90 min; 410,000 compounds, 0.58% hits; in the data active = max activation above about 30%; note: 0% is about no effect; mostly tested at two doses, the higher about 12 µM
Target sequence (P35462 whole entry, looked up): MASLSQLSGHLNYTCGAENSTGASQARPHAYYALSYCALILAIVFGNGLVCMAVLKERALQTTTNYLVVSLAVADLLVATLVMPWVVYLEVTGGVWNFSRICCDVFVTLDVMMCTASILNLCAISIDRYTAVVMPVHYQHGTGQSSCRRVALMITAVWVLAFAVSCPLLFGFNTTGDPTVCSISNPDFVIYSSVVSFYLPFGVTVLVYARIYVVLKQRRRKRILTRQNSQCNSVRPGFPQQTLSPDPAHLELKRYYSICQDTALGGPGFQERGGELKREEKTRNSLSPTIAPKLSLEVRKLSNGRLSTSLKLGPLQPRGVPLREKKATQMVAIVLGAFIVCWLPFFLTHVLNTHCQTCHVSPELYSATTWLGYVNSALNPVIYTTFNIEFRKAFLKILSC
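Agonist-mode cell screen: cells plated at 1500/well and incubated overnight at 37 °C, then exposed to library compounds for 90 min at 37 °C. Detection reagent was added for 30–60 min at room temperature, and luminescence was read.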
SW480 rereplic – A quantitative high throughput screen for small molecules that induce DNA re-replication in SW480 colon adenocarcinoma cells; SW480 DNA re-replication, Hoechst DNA content imaging, 48 h; Potency, µM (doses to about 46.1 µM), for the others: at the top dose re-replication activation, hits mostly activators; 340,000 compounds, 1.8% hits; AID 624297, 2012; note: potency is the fitted concentration of half-maximal effect; % of control where 0% means no effect; nearly all actives have a fitted effect of over 55% in size
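Hoechst fluorescence of nuclei (405 nm excitation, 500-530 nm emission) measured by plate-scanning imager after 48 hr compound exposure at 37 C; re-replication scored as increased number of nuclei with elevated intensity.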
IL-1B inflam inh – qHTS for Inhibitors of Inflammasome Signaling: IL-1-beta AlphaLISA Primary Screen. THP-1 LPS/ATP IL-1B secretion, AlphaLISA, 16 h; stronger effect = lower value. 360,000 compounds, 4.7% hits. AID 743279, 2014. activity change, % at 57.5 µM; in the data active = activity change below about -50%; inconclusive = mostly about -30% to -49%; note: % is set by controls: 0 for no effect and ±100 for the full control effect
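Secreted IL-1B measured by AlphaLISA bead assay after 16 h compound exposure of THP-1 cells; compounds (final up to 57.5 uM) added 1 h before LPS (250 ng/mL) and ATP (1.25 mM) stimulation; lower signal means less secretion.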
HT1080-NT tox – qHTS for induction of synthetic lethality in tumor cells producing 2HG: qHTS for the HT-1080-NT fibrosarcoma cell line | HT-1080-NT fibrosarcoma viability, CellTiter-Glo ATP luminescence, 48 h | 360,000 compounds, 1.6% hits | Potency, µM (highest dose often 46.1 µM), inactives show top-dose activity, negative = less viability, most hits filed as cytotoxic | AID 686970, 2013;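 note: NT is the 2HG producing partner of a matched IDH1 knockdown line; potency is the fitted concentration of half-maximal effect; 0% = DMSO-treated cells and -100% = media-only wells without cells; nearly all actives have a fitted effect of over 55% in size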
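A 48-hour cytotoxicity screen used HT-1080-NT cells plated 2 hours before compound delivery. ATP-based CellTiter-Glo luminescence measured viability, normalized to DMSO and no-cell controls.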
* marks the source's active call; other numbers are inactive results; ? = inconclusive; nt = no result given; [ ] = remark or other dose. Unless noted, calls come from the whole dose curve; as a rule, active = well fitted curve in the direction sought with a large enough effect; inconclusive = small, poorly fitted or top-dose-only effect, or another doubt; inactive = no such curve, though single readings can be large; an effect the other way counts as inactive or inconclusive.

Each structure is followed by: HT1080 IDH1KD tx	MCF10A rerep	HEK293 tox	KB-V1 MDR tox	KB-3-1 cytotox	D3 ag	SW480 rereplic	IL-1B inflam inh	HT1080-NT tox
Cc1nccn1CCCNC(=O)CC1C(=O)NCCN1Cc1ccccc1C(F)(F)F (stereo not drawn)
 : 1%	8%	9%	-8%	10%	4	-19%	3	-2%
CCCS(=O)(=O)NC(=O)C1(C)CCCN(C(=O)c2c(-c3ccccc3)noc2C)C1 (stereo not drawn)
 : 18%	nt	-6%	4%	0%	3	nt	22	3%
CCc1cc2c(SCC(=O)O)ncnc2s1
 : -13%	13%	-10%	4%	7%	-10	-1%	9	6%
Cc1cc2ccccn2c1C(=O)Nc1ccccc1
 : -10%	-5%	7%	-18%	0%	-4	0%	16	-18%
O=[N+]([O-])c1ccc2nc(-c3ccc(Cl)cc3)[nH]c2c1
 : -10%	?	-19%	?	?	-1	-697%[inhibitor]	?	-10%
O=C(O)COCC(=O)N1CCc2c([nH]c3ccccc23)C1C(F)(F)F (stereo not drawn)
 : 3%	4%	-3%	?	1%	1	0%	-6	1%
Cc1cc(C(=O)NC2CCCCCC2)c2ccccc2n1
 : -7%	-1%	11%	-56%	-13%	-4	25%	5	-1%
O=C(Cn1cnc2ccccc21)Nc1ccc(C(=O)O)cc1
 : 4%	2%	-21%	-4%	29%	-4	0%	-2	7%
N#CCOC(=O)[C@H](Cc1ccccc1)N1C(=O)c2ccccc2C1=O
 : 2%	-1%	3%	24%	0%	3	-2%	21	3%
CCN(CC)C(=O)Oc1ccc2ccccc2c1Br
 : ?	?	0%[7.66 µM]	-3%	?	-4	5%	-60*	?
O=C(Nc1ccccc1N1CCCC1)c1cccc(Cl)c1Cl
 : 6%	5%	-3%	-14%	-7%	-9	14%	16	3%
O=C(CCl)N1CCN(S(=O)(=O)Cc2ccccc2)CC1
 : ?	?	?	?	23µM*	0	211%	-100*	?
O=C(CCNC(=O)c1ccccc1Cl)NC1=NCCS1
 : 3%	-16%	17%	-4%	-4%	-3	1%	23	1%
CCOc1ccccc1C(=O)NC1CCNCC1
 : -6%	4%	13%	?	-28%	-5	-5%	-3	-7%
O=C(OCc1ccc(-c2ccccc2)cc1)c1cccc(O)c1
 : ?	21µM*	0%	-18%	-11%	0	?	-71*	-19%
Clc1ccc(CSc2nnc(-c3ccccn3)n2Cc2cccs2)cc1Cl
 : ?	nt	-13%	?	-13%	4	nt	0	?
COc1cccc(NC(=O)C2CCN(C(=O)N3CC(C)Oc4ccccc43)CC2)c1 (stereo not drawn)
 : nt	nt	3%	12%	-9%	7	nt	nt	nt
O=S(=O)(c1ccccc1)n1ccc(-c2cnc(-c3ccccc3)s2)n1
 : 2%	5%	-14%	4%	-4%	0	3%	?	3%
Cc1nc2c(C)cccn2c1/C(O)=C1\C(=O)C(=O)N(CCN(C)C)C1c1ccncc1 (stereo not drawn)
 : 17%	4%	-2%	7%	-2%	-10	-3%	6	0%
CCOC(=O)C1CCCN(S(=O)(=O)c2ccc(-c3cc(C)no3)s2)C1 (stereo not drawn)
 : -6%	14%	-8%	-31%	2%	-2	8%	5	-10%
CSCCC(C(=O)NCc1ccccc1)n1c(C2CCN(C(C)=O)CC2)nc2ccccc21 (stereo not drawn)
 : 17%	nt	-6%	-3%	?	4	nt	-52*	13%
COc1ccc(-c2ccc(C(=O)Nc3ccccc3)c3occc23)c(C)c1
 : ?	nt	-3%	?	?	2	nt	1	?
Oc1ccc(C(=S)N2CCCCCC2)cc1
 : -10%	-2%	6%	10%	6%	-2	-3%	3	-1%
CC(=O)N1CCc2c(sc(NC(=O)CS(=O)(=O)c3ccc(F)cc3)c2C(N)=O)C1
 : 0%	1%	-3%	6%	18%	4	-6%	29	4%
CCCN(CCC)S(=O)(=O)c1cccc(C(=O)N=c2sccn2C)c1
 : 0%	15%	-10%	?	-14%	1	3%	0	2%
CCN(CCn1cccn1)C(=O)C1CCC(=O)N(CC2CCCCC2)C1 (stereo not drawn)
 : 3%	4%	-5%	0%	-2%	4	?	35	5%
Cc1nc2ccc(NC(=O)CCS(=O)(=O)c3ccccc3)cc2s1
 : -7%	5%	11%	19%	0%	-6	0%	0	1%
CC(=O)C(=Cc1ccc(C(=O)O)cc1)C(C)=O
 : 0%	-1%	-6%	6%	22%	-4	2%	13	0%
CC(C)Cc1csc(NC(=O)C(C)C)c1C(=O)O
 : -16%	18%	-1%	15%	0%	-1	-8%	0	0%
COc1cccc(/C=C2\CCCCC2=O)c1
 : 0%	4%	-17%	?	-24%	-13	74%	-80*	-3%

Reformatted in CSV form: part of the list above.
SMILES,HT1080 IDH1KD tx,MCF10A rerep,HEK293 tox,KB-V1 MDR tox,KB-3-1 cytotox,D3 ag,SW480 rereplic,IL-1B inflam inh,HT1080-NT tox
CCCN(CCC)S(=O)(=O)c1cccc(C(=O)N=c2sccn2C)c1,0%,15%,-10%,?,-14%,1,3%,0,2%
CCN(CCn1cccn1)C(=O)C1CCC(=O)N(CC2CCCCC2)C1 (stereo not drawn),3%,4%,-5%,0%,-2%,4,?,35,5%
Cc1nc2ccc(NC(=O)CCS(=O)(=O)c3ccccc3)cc2s1,-7%,5%,11%,19%,0%,-6,0%,0,1%

One compound at a time, from the list above. Values in the order: HT1080 IDH1KD tx	MCF10A rerep	HEK293 tox	KB-V1 MDR tox	KB-3-1 cytotox	D3 ag	SW480 rereplic	IL-1B inflam inh	HT1080-NT tox
Clc1ccc(CSc2nnc(-c3ccccn3)n2Cc2cccs2)cc1Cl reads ?	nt	-13%	?	-13%	4	nt	0	?
CCOC(=O)C1CCCN(S(=O)(=O)c2ccc(-c3cc(C)no3)s2)C1 (stereo not drawn) reads -6%	14%	-8%	-31%	2%	-2	8%	5	-10%
CCOc1ccccc1C(=O)NC1CCNCC1 reads -6%	4%	13%	?	-28%	-5	-5%	-3	-7%
Cc1nc2ccc(NC(=O)CCS(=O)(=O)c3ccccc3)cc2s1 reads -7%	5%	11%	19%	0%	-6	0%	0	1%
Cc1nc2c(C)cccn2c1/C(O)=C1\C(=O)C(=O)N(CCN(C)C)C1c1ccncc1 (stereo not drawn) reads 17%	4%	-2%	7%	-2%	-10	-3%	6	0%

(next part)
Each structure is followed by: HT1080 IDH1KD tx	MCF10A rerep	HEK293 tox	KB-V1 MDR tox	KB-3-1 cytotox	D3 ag	SW480 rereplic	IL-1B inflam inh	HT1080-NT tox
COC(=O)COc1ccc2cc(-c3ccc(OC)cc3)c(=O)oc2c1
 : 8%	-2%	5%	0%	1%	-10	?	2	21%
COc1ccc(OCCN2CCCC2)cc1Nc1nnc(Cl)c(Nc2ccccc2S(C)(=O)=O)n1
 : 1%	-16%	12%	-6%	?	-24	-9%	19	?
COc1cc(C(=O)NC2=NCCS2)cc(OC)c1OC
 : 1%	0%	19%	16%	1%	-1	-3%	-13	7%
CCc1ccccc1NC(=O)N1C2CCCC1CC(NC(C)=O)C2 (stereo not drawn)
 : 13%	-1%	-2%	13%	-2%	1	-1%	3	13%
CCc1ccc(-c2cc(C(F)(F)F)n3nc(C(=O)Nc4c(C)nn(Cc5ccccc5Cl)c4C)cc3n2)s1
 : -7%	3.3µM*	24%	?	-26%	1	10µM*	-4	17%
CCOc1ccc(NC(=O)CN2CCN(S(=O)(=O)c3ccc(Cl)cc3)CC2)cc1
 : -1%	12%	-18%	4%	6%	6	1%	-19	-7%
CC1CC2(CC(C)(C(=O)CSc3n[nH]c(-c4ccccc4Cl)n3)OC2=O)C(=O)O1 (stereo not drawn)
 : 14%	1%	-1%	2%	14%	1	?	20	14%
CC(C)[C@H](NC(=O)N1CCn2c1nc1ccccc12)C(=O)N[C@@H](Cc1ccccc1)C(=O)O
 : 8%	-2%	0%	0%	0%	-2	-3%	14	4%
O=C(CC12CC3CC(CC(C3)C1)C2)N1CCCC1
 : -2%	14%	-7%	-14%	-5%	-8	?	17	-1%
O=C(O)CCn1c(SCCOc2ccccc2F)nc2ccccc21
 : 0%	3%	6%	6%	-3%	-2	-4%	23	-1%
C/C(=N\NC(=O)c1c[nH]c2ccccc12)c1ccc(C)s1
 : -7%	15%	-3%	-18%	-6%	6	4%	11	0%
CCOc1cc(CNc2ccc(N3CCN(C(C)=O)CC3)cc2)cc(Br)c1OC
 : 0%	13%	-10%[1.53 µM]	?	1%	7	-1%	-11	5%
C[n+]1c2n(c3ccccc31)N=C(c1ccc(Cl)cc1)CS2
 : ?	14%	-4%	16%	5.8µM*	-1	?	-74*	?

Some of the entries so far, field by field.
SMILES: CCc1ccccc1NC(=O)N1C2CCCC1CC(NC(C)=O)C2 (stereo not drawn)
  HT1080 IDH1KD tx: 13%
  MCF10A rerep: -1%
  HEK293 tox: -2%
  KB-V1 MDR tox: 13%
  KB-3-1 cytotox: -2%
  D3 ag: 1
  SW480 rereplic: -1%
  IL-1B inflam inh: 3
  HT1080-NT tox: 13%
SMILES: COc1ccc(OCCN2CCCC2)cc1Nc1nnc(Cl)c(Nc2ccccc2S(C)(=O)=O)n1
  HT1080 IDH1KD tx: 1%
  MCF10A rerep: -16%
  HEK293 tox: 12%
  KB-V1 MDR tox: -6%
  KB-3-1 cytotox: ?
  D3 ag: -24
  SW480 rereplic: -9%
  IL-1B inflam inh: 19
  HT1080-NT tox: ?
